Screens as filed in PubChem.
TRb SRC2 PPI: TRbeta-SRC2 interaction inhibition | AID 1469 | TRbeta-SRC2 peptide binding, fluorescence polarization; receptor liganded with 1 µM T3 | hit rate 0.065% among 280,000 | Potency, µM (highest dose often 106 µM), for the others: at the top dose activity change, negative = inhibition, usual class: inhibitors | P10828;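 also: plate controls were bound peptide for no effect and peptide without receptor for full effect; nearly all actives have a fitted effect of over 50% in size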
Target sequence (P10828 whole entry, looked up): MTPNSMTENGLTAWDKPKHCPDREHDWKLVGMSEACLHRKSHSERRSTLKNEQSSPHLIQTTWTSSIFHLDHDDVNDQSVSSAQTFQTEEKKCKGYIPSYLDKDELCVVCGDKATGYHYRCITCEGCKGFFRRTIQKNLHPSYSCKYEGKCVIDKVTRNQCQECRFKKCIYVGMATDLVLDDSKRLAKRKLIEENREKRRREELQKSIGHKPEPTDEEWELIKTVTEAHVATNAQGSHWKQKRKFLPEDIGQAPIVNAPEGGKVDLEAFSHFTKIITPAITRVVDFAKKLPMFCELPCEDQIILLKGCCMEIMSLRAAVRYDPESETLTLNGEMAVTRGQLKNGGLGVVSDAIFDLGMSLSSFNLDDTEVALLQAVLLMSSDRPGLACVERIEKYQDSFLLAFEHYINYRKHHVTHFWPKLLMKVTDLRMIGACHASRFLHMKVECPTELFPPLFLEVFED
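TRb LBD 0.6 uM + Texas Red SRC2 peptide 20 nM, 1 uM T3, Tris buffer w/ 5% DMSO; compound pinned, 5 h RT; FP read ex 555/em 632; normalized to unbound and bound controls.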
aGlu spleen mod: inhibitors or activators of human alpha-glucosidase in spleen homogenate; hit rate 0.006% among 240,000; P10253; Potency, µM (highest dose often 79.9 µM), for the others: at the highest dose activity change, negative = inhibition, actives largely listed as inhibitors; human spleen homogenate, 4-MU-alpha-glucoside fluorescence;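 also: 0% = enzyme with vehicle and -100% = no enzyme basal signal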
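Human spleen homogenate (1 ug) incubated with compounds and 1 mM 4-methylumbelliferyl-alpha-D-glucopyranoside in pH 5.0 citrate/phosphate buffer, 37 C, 40 min. Stopped at pH 10; 4-MU fluorescence (Ex 365/Em 440 nm); AC50 by Hill fit.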
L3MBTL1 block: blocks human L3MBTL1; hit rate 0.66% among 230,000; Potency, µM (series often up to 57.1 µM), for the others: top-dose activity, negative = inhibition, actives largely listed as inhibitors; AID 485360; AlphaScreen L3MBTL1–H3K9me1 peptide binding; also: nearly all actives have a fitted effect of over 60% in size
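Displacement of a biotinylated histone H3(1-15) peptide monomethylated at Lys9 (75 nM) from L3MBTL1 (50 nM) was measured by AlphaScreen after a 30 min room-temperature compound incubation; cefsulodin titration served as intraplate control.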
GAA glycogen mod: inhibitors or activators of human alpha-glucosidase glycogen cleavage | P10253 | recombinant GAA, glycogen substrate, Amplex Red glucose oxidase fluorescence | Potency, µM (titrated, usually from 76.4 µM), without a hit: at the highest dose activity change, negative = inhibition, hits mostly inhibitors | hit rate 0.38% among 300,000 | AID 2100;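 also: 0% = full enzyme reaction and -100% = no-enzyme basal signal; the screen sought inhibitors and activators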
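Natural-substrate format: glycogen cleavage by 4 nM human enzyme, glucose read by Amplex Red coupling (Ex 573, Em 610 nm). Normalized to enzyme and no-enzyme controls.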
RGS12 GoLoco inh: inhibitors of human Gai1-RGS12 GoLoco interaction (red fluorophore); Gai1:RGS12 GoLoco peptide FP, rhodamine, 10 min; Potency, µM (top dose mostly 61.6 µM), without a hit: at the top dose activity, negative = inhibition, hits mostly inhibitors; hit rate 0.44% among 230,000; active = well fitted inhibition curve with a large enough effect, not every such curve was filed as active; inactive = no such curve, though single readings can be large or run the other way; also: nearly all actives have a fitted effect of over 30% in size; many of its hits are not listed in these tables
GAA inh: blocks human lysosomal alpha-glucosidase | hit rate 0.005% among 200,000 | purified human GAA, 4-MU-alpha-glucoside fluorescence | Potency, µM (top dose mostly 76.9 µM), for inactives: top-dose activity change, negative = inhibition, usual class: inhibitors | P10253 | AID 1466;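 also: plate controls were uninhibited enzyme wells for no effect and no-enzyme background for full effect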
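Fluorescence at Ex 365/Em 440 nm from 4-methylumbelliferone reported enzyme activity after 20 min at room temperature. Reactions used 4 nM enzyme and 400 uM substrate at pH 5.0; curves fitted with the Hill equation.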
TexasRed fluor: Texas Red fluorescence interference in TRb-SRC2 counter-screen | TRb/SRC2 Texas Red total fluorescence interference | AID 1479 | hit rate 0.29% among 280,000 | Potency, µM (titrated, usually from 106 µM), inactives show at the highest dose fluorescence change, negative = quenching; active = well fitted curve in either direction with a large enough effect; inconclusive = small, poorly fitted or top-dose-only effect
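Human TRb ligand-binding domain at 0.6 uM with 20 nM Texas Red SRC2 peptide in Tris buffer containing 1 uM T3 and 5% DMSO, incubated with compound 5 h at ambient temperature. Total fluorescence (555/632 nm) calculated as parallel + 2 × perpendicular.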
RECQ1 inh: blocks DNA unwinding by human RECQ1 | RECQ1 DNA unwinding, red fluorescence kinetic read | Potency, µM (top dose mostly 57.3 µM), inactives show at the highest dose activity, negative = inhibition, usual class: inhibitors | AID 2549 | hit rate 0.54% among 240,000;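 also: plate controls were vehicle for no effect and no enzyme for full effect; nearly all actives have a fitted effect of over 30% in size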
Target sequence (P46063 whole entry, looked up): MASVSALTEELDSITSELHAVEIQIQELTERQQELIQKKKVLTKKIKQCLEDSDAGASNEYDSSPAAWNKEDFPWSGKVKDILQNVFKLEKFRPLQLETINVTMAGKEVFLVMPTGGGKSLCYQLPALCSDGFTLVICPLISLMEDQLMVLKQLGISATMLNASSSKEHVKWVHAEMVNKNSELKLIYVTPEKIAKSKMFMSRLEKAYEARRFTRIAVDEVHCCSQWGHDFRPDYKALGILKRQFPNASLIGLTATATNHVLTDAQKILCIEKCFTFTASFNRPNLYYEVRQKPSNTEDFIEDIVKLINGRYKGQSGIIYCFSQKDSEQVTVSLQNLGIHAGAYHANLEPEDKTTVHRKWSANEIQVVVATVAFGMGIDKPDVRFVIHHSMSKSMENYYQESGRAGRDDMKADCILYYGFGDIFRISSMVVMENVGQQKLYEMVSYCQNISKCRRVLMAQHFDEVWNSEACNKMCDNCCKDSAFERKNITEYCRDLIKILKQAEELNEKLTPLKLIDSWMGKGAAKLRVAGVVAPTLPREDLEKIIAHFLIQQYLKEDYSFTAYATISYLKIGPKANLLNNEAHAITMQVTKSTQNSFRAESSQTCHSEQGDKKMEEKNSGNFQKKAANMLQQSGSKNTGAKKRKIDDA
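RECQ1T1 50 nM; forked duplex (20 bp + 30-nt ss tails) 200 nM, ATP 2 mM final; pH 8.0, 2 mM MgCl2, 2.5 ug/ml poly(dI-dC); 15 min compound preincubation; discontinuous kinetic read over 2 h at RT.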
* hit, by the source's call; i = inactive; ? = inconclusive; . = not tested or not shown; & = joins results of further samples; [ ] = remark or other dose. Unless noted, calls follow the shape of the dose curve; as a rule, active = well fitted curve in the direction sought with a large enough effect; inconclusive = small, poorly fitted or top-dose-only effect, or another doubt; inactive = no such curve, though single readings can be large; an effect the other way counts as inactive or inconclusive. Unless noted, % is scaled to controls: 0 for no effect and ±100 for the full control effect; potency is read from the fitted curve at half-maximal effect. These rows are one share of the data; count on the stated rates, not on these rows.

molecule	GAA inh	aGlu spleen mod	TexasRed fluor	TRb SRC2 PPI	RECQ1 inh	RGS12 GoLoco inh	L3MBTL1 block	GAA glycogen mod
Cc1cc(-c2nn(-c3ccccc3)cc2/C=C2\SC(N)=NC2=O)ccc1OC(C)C	-6%	-1%	-2%	0%	1%	46%[activator]	-18%	8%
NC(CC(=O)NC(c1ccccc1)(c1ccccc1)c1ccccc1)C(=O)O (centres undefined)	2%	3%	-4%	0%	-13%	1%	.	8%
CCOC(=O)Cc1csc(NC(=O)CCS(=O)(=O)Cc2ccccc2)n1	-1%	-6%	-1%	2%	-2%	15%	27%[11.4 µM]	-3%
CNC(=O)c1sc(-c2cccnc2)nc1C	-6%	0%	-3%	-3%	i	-1%	-4%	2%
Cc1[nH]n(-c2ccccc2)c(=O)c1/C=N/N1C(=O)c2cccc3cccc(c23)C1=O	-5%	-2%	-2%	0%	-3%	16%	-3%	13%
O=C(Nc1ccccc1[N+](=O)[O-])C1C(c2ccccc2)=C1c1ccccc1	-8%	-3%	1%	5%	-9%	3%	-1%	-3%
O=C(NCCOC(=O)c1ccc(S(=O)(=O)N2CCOCC2)cc1)c1cccnc1	-12%	-3%	-1%	-1%	0%	1%	-4%	-1%
CC(=O)NC12CC3CC(C1)CC(C(=O)OCC(=O)c1ccc4c(c1)OCCO4)(C3)C2	-4%	-9%	0%	-7%	-6%	0%	-2%	12%
CCCCN(C(=O)CNC(=O)c1cccs1)C(C(=O)NC1CCCCC1)c1cccnc1 (centres undefined)	-1%	-9%	-2%	5%	-3%	4%	12%	-3%
O=C(C(c1ccccc1)c1ccccc1)N1CCN(Cc2ccccn2)CC1	-8%	-2%	-1%	-9%	-9%	-4%	-5%	7%
Cc1ccc(CNC(=O)C(CCC(N)=O)NC(=O)OCc2ccccc2)cc1 (centres undefined)	1%	1%	0%	-4%	-7%	-12%	3%	5%
COc1ccccc1N1CCN(c2cc(=O)n(Cc3ccc(F)cc3)c(=O)[nH]2)CC1	4%	0%	-5%	-3%	1%	1%	40%[activator]	-10%
Cc1cccnc1NC(=O)Cn1nc(-c2ccccc2)oc1=S	?	-1%	0%	-8%	i	1%	27%	-3%
C/C(CC(=O)NCc1ccco1)=N\NC(=O)COc1ccc(C)cc1	-2%	2%	4%	9%	-2%	0%	1%	-2%
CCOC(=O)C1C(CC)NC(=S)NC1(C)O (centres undefined)	-2%	3%	2%	-5%	-11%	9%	.	12%
C=CCNC(=S)N/N=C/c1cn(C)c2ccccc12	.	-5%	-9%	-2%	i	11%	.	-25%
C=CCn1c(CSCc2ccccc2)nnc1SCC(=O)NCc1ccccc1	?	-3%	-4%	-5%	-2%	2%	-6%	14%
CC(C)c1nnc(SCC(=O)NCc2ccco2)n1C	-7%	-14%	-2%	-4%	5%	0%	4%	2%
COc1ccc(C(=O)N/N=C/c2cc3ccccc3[nH]c2=O)cc1	-7%	4%	-1%	-2%	-7%	8%	4%	6%
Cc1ccc(C(=O)COC(=O)c2cnccn2)cc1	2%	7%	3%	0%	-1%	-8%	3%	5%
CCOC(=O)c1cnc2ccc(Cl)cc2c1NCCN(C)C	0%	-2%	-1%	7%	-2%	0%	-6%	?
CCCCNC(=O)C(c1ccc(OCC(=O)OC)c(C(=O)OC)c1)N(CCc1ccccc1)C(=O)CCCCCN1C(=O)NC(c2ccc(-c3ccccc3)cc2)C(C(=O)OCc2ccccc2)=C1C (centres undefined)	.	4%&-6%	-1%&3%	1%&6%	i	-11%&2%	.	3%
O=C(Nc1ccc(Cl)cc1)C(c1ccccc1)N(CCO)CCO (centres undefined)	?	-5%	1%	2%	i	-3%	1%	7%
CCCC12CN3CC(C)(CN(C1)C3c1ccco1)C2=O (centres undefined)	0%	-6%	-4%	-1%	-15%	0%	.	3%
CCCCCC1CC(=O)N(Cc2ccccc2)C(=O)N1 (centres undefined)	2%	-7%	2%	3%	-11%	3%	2%	10%
CCOC(=O)c1sc(NC(=O)Cc2ccc(F)cc2)nc1C	1%	0%	-3%	4%	-6%	-4%	.	-5%
Cc1ccc(N2CN(CCc3ccccc3)CNC2=S)cc1	-10%	-4%	-1%	4%	7%	10%	-4%	3%
O=C(N/N=C/c1cccs1)C(O)c1ccccc1 (centres undefined)	.	-4%	-1%	-4%	-1%	2%	.	4%
[O-]/[N+](=C\c1cccc(Br)c1)c1ccccc1	4%	-1%	2%	5%	2%	-26%	.	-19%
CC(C)(C)c1ccc(NC(=O)COC(=O)CCN2C(=O)c3cccc([N+](=O)[O-])c3C2=O)cc1	-2%	3%	-27%	0%	11%	-11%	3%	7%

Compounds above that have an aryl methoxy group:
molecule	GAA inh	aGlu spleen mod	TexasRed fluor	TRb SRC2 PPI	RECQ1 inh	RGS12 GoLoco inh	L3MBTL1 block	GAA glycogen mod
COc1ccccc1N1CCN(c2cc(=O)n(Cc3ccc(F)cc3)c(=O)[nH]2)CC1	4%	0%	-5%	-3%	1%	1%	40%[activator]	-10%
COc1ccc(C(=O)N/N=C/c2cc3ccccc3[nH]c2=O)cc1	-7%	4%	-1%	-2%	-7%	8%	4%	6%

Going on with the list.
molecule	GAA inh	aGlu spleen mod	TexasRed fluor	TRb SRC2 PPI	RECQ1 inh	RGS12 GoLoco inh	L3MBTL1 block	GAA glycogen mod
CC(C)C[C@@H](CC(=O)N[C@@H](CCC(=O)O)CC(=O)O)NC(=O)[C@@H]1CCCC[C@H]1NC(=O)C[C@H](CCCN)NC(=O)C[C@H](CO)NC(=O)[C@@H]1CNCC[C@H]1N	.	1%	-3%	2%	10%	2%	.	.
COc1ccccc1C(=O)N/C(=C\c1ccc(Br)cc1)C(=O)NCC(=O)O	-1%	-10%	-5%	1%	0%	3%	13%	4%
CC(C)(C)c1ccc(C(=O)c2c[nH]c(C(=O)NCCCn3ccnc3)c2)cc1	-10%	-8%	-4%	-1%	-8%	8%	?	3%
Cc1cc(-c2nnc(CCC(=O)NC(C)c3ccccc3Cl)o2)no1 (centres undefined)	0%	-3%	-1%	-3%	-4%	-2%	.	2%
O=C(CSc1ncccn1)N1CCN(C(=O)CSc2ncccn2)CC1	2%	-2%	-2%	-6%	-11%	-7%	1%	2%
CCCCOC(=O)C1=C(C)Nc2ncnn2C1c1ccc(OCC)c(OC)c1 (centres undefined)	-8%	-10%	-2%	1%	-3%	3%	-5%	-3%
N#CC1=C(N)Oc2n[nH]c(CSc3ccccc3)c2C12C(=O)Nc1ccccc12 (centres undefined)	-1%	-4%	-8%	-5%	i	-2%	.	-1%
CN1CCN(C(=O)c2ccc3c(=O)n(Cc4ccc(Cl)cc4)c(=S)[nH]c3c2)CC1	4%	1%	1%	-3%	-3%	14%	3%	-1%
COc1ccccc1CNC(=O)CCN1C(=O)COc2ccccc21	9%	-5%	-2%	-11%	-3%	3%	0%	1%
Cc1nn(C)cc1C(=O)/C=C/c1ccc([N+](=O)[O-])cc1	-14%	6%	1%	2%	-5%	5%	2%	-3%

3 structures already listed, arranged by count of non-hydrogen atoms, smallest number first:
molecule	GAA inh	aGlu spleen mod	TexasRed fluor	TRb SRC2 PPI	RECQ1 inh	RGS12 GoLoco inh	L3MBTL1 block	GAA glycogen mod
COc1ccccc1C(=O)N/C(=C\c1ccc(Br)cc1)C(=O)NCC(=O)O	-1%	-10%	-5%	1%	0%	3%	13%	4%
N#CC1=C(N)Oc2n[nH]c(CSc3ccccc3)c2C12C(=O)Nc1ccccc12 (centres undefined)	-1%	-4%	-8%	-5%	i	-2%	.	-1%
CC(C)C[C@@H](CC(=O)N[C@@H](CCC(=O)O)CC(=O)O)NC(=O)[C@@H]1CCCC[C@H]1NC(=O)C[C@H](CCCN)NC(=O)C[C@H](CO)NC(=O)[C@@H]1CNCC[C@H]1N	.	1%	-3%	2%	10%	2%	.	.

Continued.
molecule	GAA inh	aGlu spleen mod	TexasRed fluor	TRb SRC2 PPI	RECQ1 inh	RGS12 GoLoco inh	L3MBTL1 block	GAA glycogen mod
COC(=O)c1ccc(Cl)c(NC(=O)CN2CCN(Cc3ccccc3)CC2)c1	-3%	-5%	2%	6%	i	3%	30%[11.4 µM]	-8%
COc1ccccc1NS(=O)(=O)c1cccc(C(=O)N/N=C/c2ccc(N3CCOCC3)cc2)c1	-4%	4%	0%	9%	i	-2%	-6%	0%
O=C(Oc1ccccc1)c1ccccc1OS(=O)(=O)c1ccccc1	-15%	-3%	-2%	-9%	-11%	-11%	.	-16%
Cc1cc(NC(=O)C2(c3ccccc3)CCCC2)no1	-6%	-11%	0%	6%	-1%	1%	.	2%
CC(C)CN(C(=O)c1ccco1)c1nc2ccccc2s1	-12%	-4%	-6%	-7%	-19%	-14%	178%[activator]	-7%
Cc1c(NC(=S)NC(=O)C2CCCCC2)c(=O)n(-c2ccccc2)n1C	3%	-23%	-2%	-4%	-2%	7%	16%	10%
COc1ccc(C(=O)C2C3C4COC(O4)C(=O)C3C3C=Cc4ccccc4N32)c(OC)c1 (centres undefined)	.	6%	22µM*[fluorescent]	7.1µM*	?	95%[activator]	.	.
CCC(C)C(NC(=O)OC(C)(C)C)C(=O)NC(C(=O)N1CCCC1C(N)=O)C(C)CC (centres undefined)	1%	-4%	0%	10%	-1%	-12%	-2%	-6%
CCOC(=O)c1c(C)nc2c(c1-c1ccccc1)C(=O)CC(C)(C)C2	4%	-9%	-2%	4%	0%	-4%	-6%	1%
Cc1ccc(C(O)C2=CCCC2=O)cc1 (centres undefined)	.	-8%	-2%	3%	-6%	3%	.	.
COc1ccc(CN(C)C(=S)Nc2ccc(Cl)cc2)cc1	1%	-2%	-6%	-3%	-5%	8%	.	1%
CCOC(=O)c1cnc(SCC(=O)Nc2cc(C(F)(F)F)ccc2N2CCOCC2)nc1N	-14%	-7%	-6%	-23%	-7%	4%	?	26%
O=C(COc1ccc([N+](=O)[O-])cc1)Nc1nnc(-c2cccnc2)s1	-4%	2%	-5%	-4%	?	6%	?	-5%
CCOC(=O)N1CCC(Nc2ccc(N3C(=O)C4CCCCC4C3=O)cc2[N+](=O)[O-])CC1 (centres undefined)	-12%	-1%	-1%	-1%	i	2%	.	5%
Cn1nnnc1SCCNCc1ccccc1F	-14%	0%	-1%	0%	-6%	-1%	.	6%
